Assay outcomes (PubChem BioAssay)
PglD DTNB = inhibitors of Campylobacter jejuni PglD acetyltransferase. inhibition, % at 12.5 µM. 360,000 tested, 0.098% active. purified PglD enzyme, DTNB colorimetric CoA detection. AID 602405; in the data active = inhibition above about 16%, passing the limit was not always enough; also: strong numbers were not always called active
Cneo AK release = causes C. neoformans cell lysis; adenylate kinase release luminescence, 4 h; normalised: neutral wells 0, clomiphene wells 100; lysis activity, % at 15 µM; 360,000 tested, 0.2% active; AID 651654;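 active = mean lysis activity across replicates of at least 80%, whatever share of replicates individually reach that level; inactive = mean lysis activity below 80%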
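Signal: Adenylate kinase release luminescence | Assay system: Log-phase Cryptococcus neoformans yeast cells | Input: Cells at 5 × 10^6 per mL | Buffer or medium: Fresh YPD growth medium | Compound: Single dose | Schedule: Static 4 h at 37 °C with compound, 1 h detection | Controls: Clomiphene | Read-out: Luminescence rise reflecting yeast cell lysis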
PGC1a acetyl inh = lowers PGC1a acetylation signal in U2OS cells | AlphaScreen anti-acetyl-lysine; with virally co-expressed GCN5 acetyltransferase | inhibition, % at 15.6 µM | 350,000 tested, 0.17% active | AID 651687;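 active = every replicate shows inhibition of at least 40%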;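 also: 0% = neutral control wells and 100% = positive control wells; some results beyond the cut were filed as inactive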
PAX8 inh HTS = PAX8 transcriptional activity inhibition; 360,000 tested, 1.2% active; RMG-I TPO-luciferase reporter, SteadyGlo, 24 h; inhibition, % at 12.6 µM;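 active = mean replicate inhibition at least 60% with every replicate also reaching 60%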;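 also: luciferase light reporting Pax8 driven TPO promoter activity; plate controls were median of neutral control wells for no effect and mitoxantrone controls for full effect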
LGR2 antag = Drosophila LGR2 receptor signaling inhibition; HEK293 LGR2, CRE-luciferase, bursicon-stimulated, 4 h; inhibition, % at 9.99 µM; 380,000 tested, 0.35% active; AID 720647;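 active = drop in luminescence signal, shown as inhibition above about 50% in the replicate tests, limit read from the data, passing the limit was not always enough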;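 also: agonist challenge used bursicon conditioned medium at about half maximal strength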
INS-1E GSIS act = primary screen for activators of insulin secretion dependent on glucose, INS-1E cells, GLuc reporter luminescence; INS-1E GLuc reporter insulin secretion, 2-3 h; activation, % at 16.6 µM; 370,000 tested, 0.61% active; AID 743287;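 active = lowest replicate activation of at least 40%, so every replicate reaches that level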;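 also: 0% = median of neutral control wells and 100% = median of IBMX positive control wells; some compounds called inactive have numbers as strong as hits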
ARNT-TACC3 inh = ARNT/TACC3 interaction disruption. 390,000 tested, 0.66% active. AlphaScreen His-ARNT PAS-B/GST-TACC3 binding, luminescence; TACC3 fragment carries E629A point mutation. AID 623870. inhibition, % at 9.99 µM. Q9Y6A5;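 active = mean inhibition of replicates at least 50% and at least half of replicates each reaching 50%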;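 also: 0% = complete ARNT plus TACC3 wells and 100% = ARNT alone without TACC3; many hits fall short of the cut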
Statin myotox sup = protects C2C12 myotubes from simvastatin toxicity; 330,000 tested, 0.78% active; AID 602340; rescue of ATP level, % at 7.49 µM; ATP luminescence, 48 h; scaled: DMSO 0, geranylgeraniol control 100;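 active = mean ATP rescue above about 67%, or every replicate alone reaching that limit, limit read from the data, passing the limit was not always enough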;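 also: myotubes were challenged with 10 µM simvastatin during compound exposure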
An asterisk follows results filed as active; . = not tested or not shown; & = joins results of further samples. An unsorted share of the library, and some 2.9% of all compounds hit somewhere here.

Order of results: PglD DTNB	Cneo AK release	PGC1a acetyl inh	PAX8 inh HTS	LGR2 antag	INS-1E GSIS act	ARNT-TACC3 inh	Statin myotox sup
- CN1CCC(CC(C(=O)N2CCCC2)(c2ccccc2)c2ccccc2)C1 (stereo not given)
  -2	1	5	0	1	-5	7	-15
- Cc1cc(=O)[nH]c(S/C=C/c2ccccc2)n1
  .	.	-5	.	-14	-4	-3	4
- C[C@@H]1CN([C@@H](C)CO)C(=O)c2cccc(NC(=O)c3nc4ccccc4s3)c2O[C@H]1CN(C)Cc1ccccc1
  .	.	.	3	13	-6	.	27
- O=C(COC(=O)c1ccc(Cl)nc1)NNC(=O)c1ccc(Br)cc1
  3	-1	6	-3	25	.	-7	7
- COc1ccc(S(=O)(=O)/N=C2\C=C(Nc3ccc(O)cc3)C(=O)c3ccccc32)cc1
  -2	0	.	108*	101*	-13	41	-727
- CC1CC(C)CN(S(=O)(=O)CC23CCC(CC2=O)C3(C)C)C1 (stereo not given)
  -6	16	.	-23	20	-5	0	-7
- CCCC(=O)N(c1ccc(F)cc1)C1C=CS(=O)(=O)C1 (stereo not given)
  1	1	5	.	17	18	-1	17
- CCC(=O)N1CCCCN2[C@H](C1)[C@H](c1ccc(C#Cc3cccnc3)cc1)[C@@H]2CO
  -1	53	3	7	-6	-4	-6	-8
- COc1ccc(-n2c(O)c(C=NCc3ccccn3)c3ccccc3c2=O)c(OC)c1
  -3	0	-3	7	23	17	9	.
- COc1ccc(CN2CCN(c3ncccn3)CC2)c(OC)c1
  -3	12	-3	.	.	.	-3	15
- O=C(NC1CCCCC1)C(c1cccnc1)N(C(=O)CCl)c1ccccc1Cl (stereo not given)
  .	.	.	101*	13	3	-17	.
- COc1ccc2c3c([nH]c2c1)[C@@H](CO)N(Cc1ccc(F)cc1)CC31CCN(C)CC1
  .	.	-15	17	-1	0	.	.
- O=C(C1=C[C@@H](c2csc3ccccc23)C[C@@H](OCCCCO)O1)N1CCN(Cc2ccc3c(c2)OCO3)CC1
  -5	0	-7	10	4	7	-4	-6
- CCS(=O)(=O)N[C@@H]1CC[C@@H](CC(=O)NCC2CC2)O[C@H]1CO
  -4	6	2	-1	.	.	9	-2
- Cc1cc(C)n(-c2ccc(C(=O)O)cc2[N+](=O)[O-])n1
  -8	1	7	25	-10	11	.	8
- COc1ccc(C(=O)Oc2cccnc2)cc1OC
  4	2	8	-2	.	.	-2	5
- O=S(=O)(Nc1ccccc1N1CCOCC1)c1ccc(F)c(Cl)c1
  4	0	-3	16	-2	-17	-3	3
- Cc1cc(C)n(CC(=O)N2c3ccccc3Sc3ccccc32)n1
  -1	-1	-15	6	.	.	7	119*
- CCCCN=C1SC(C(=O)Nc2sc3c(c2C(=O)OC)CCC3)C(N)=C1C(=O)N1CCOCC1 (stereo not given)
  3	2	2	23	-12	-8	-2	-15
- CCc1ccccc1NC(=O)C1CCCC1
  8	1	8	-2	3	8	.	6

(cont.)
Order of results: PglD DTNB	Cneo AK release	PGC1a acetyl inh	PAX8 inh HTS	LGR2 antag	INS-1E GSIS act	ARNT-TACC3 inh	Statin myotox sup
- O=C(CC(=O)c1ccccc1)Nc1cccc([N+](=O)[O-])c1
  7	-2	.	-111	-36	9	.	.
- C=CCN1CC(c2nc3ccccc3n2CCOc2ccccc2)CC1=O (stereo not given)
  -2	1	4	.	.	.	-8	14
- Cc1onc(-c2ccccc2Cl)c1C(=O)N1CCCCC1C(=O)O (stereo not given)
  0	-4	2	-1	12	7	-7	-8
- COc1ccc(CCN(C)C(=O)CSc2nc3ccccc3c(=O)n2CC2CCCO2)cc1OC (stereo not given)
  1	-1	-5	3	15	19	2	27
- O[C@H]1CN(CC2CCCCC2)[C@@H](c2ccc(Cl)cc2)C[C@@H]1n1cc(C2CC2)nn1
  -3	16	11	-13	10	-33	.	3
- CCOC(=O)C1=C(CC)Nc2ccccc2N=C1NC(=O)c1cc(S(=O)(=O)N2CCOCC2)ccc1C
  4	-1	-1	2	15	-9	-2	-5
- CCCC(=O)N(CCN1CCOCC1)c1nc2c(F)cc(F)cc2s1
  3	12	.	-21	-20	2	1	-5
- COC(=O)CN1C(=O)S/C(=C/c2cc(C)n(C)c2C)C1=O
  3	-1	.	-77	.	.	-10	-5
- CN(C)S(=O)(=O)c1cccc(-c2nnc(SCc3ccc4c(c3)OCCO4)o2)c1
  2	6	.	.	.	.	2	-7
- CCCCCn1c(CN2CCCCC2C)nc2c1c(=O)n(C)c(=O)n2C (stereo not given)
  6	-1	-22	6	.	.	-4	.
- COc1ccc(NC(=O)c2ccc(-c3ccccc3Cl)o2)cc1
  -1	0	10	-180	23	0	-6	5
- CC(CN1CCCCC1)OC(=O)c1ccccc1F (stereo not given)
  3	1	.	-5	2	12	-4	13
- O=C(NC(=S)Nc1ccccc1Br)C1CC1
  -1	6	.	-47	-13	16	4	.
- Cc1cc(NC(=O)c2ccccc2)ncc1NC(=O)c1cccs1
  -5	0	-4	-87	-44	13	-2	.
- CCOC(=O)C1=C(COC(=O)c2ncc(Cl)c(Cl)c2Cl)NC(=O)NC1C (stereo not given)
  4	1	3	-11	-14	29	2	12
- Cc1noc(C)c1S(=O)(=O)N1CCCC(C(=O)Nc2cccnc2)C1 (stereo not given)
  -4	-3	.	.	.	.	1	-17
- O=C(Nc1ccc(Cl)cc1)N1CCOC12CCC1(CC2)OCCO1
  .	.	1	-7	4	4	-2	.
- O=C(CN1C(=O)NC2(CCCCC2)C1=O)N1CCN(S(=O)(=O)c2ccc(F)cc2)CC1
  -2	-2	-3	8	5	6	-5	-2
- CC(=O)Nc1ccc(N2C(=O)CSC2c2ccccc2)cc1 (stereo not given)
  0	-3	3	1	8	4	-1	-1
- C[C@H](CO)N1C[C@H](C)[C@@H](CN(C)C(=O)Nc2cccc3ccccc23)Oc2ccc(NC(=O)Nc3ccccc3)cc2C1=O
  -3	0	1	.	13	-1	-1	7

The list goes on.
Order of results: PglD DTNB	Cneo AK release	PGC1a acetyl inh	PAX8 inh HTS	LGR2 antag	INS-1E GSIS act	ARNT-TACC3 inh	Statin myotox sup
- COc1ccc(C2Nc3ccccc3C(=O)N2NS(=O)(=O)c2ccccc2)cc1 (stereo not given)
  .	.	0	-29	-17	-4	25	-5
- Cc1ccc(S(=O)(=O)NCC[C@H]2CC[C@@H](NC(=O)c3ccccn3)[C@@H](CO)O2)cc1
  1	-1	1	14	-14	-5	3	-14
- COCCN(C(=O)CSc1nc2ccccc2c(=O)n1CCOC)c1c(N)n(Cc2ccccc2)c(=O)[nH]c1=O
  .	.	3	5	-23	9	1	.
- CCCOc1nc2c(c(=O)n(C)c(=O)n2C)n1CCC
  1	-1	-1	.	9	14	1	-8
- C[C@@H]1CCCCO[C@@H](CN(C)C(=O)Nc2cccc3ccccc23)[C@H](C)CN([C@@H](C)CO)C(=O)c2cc(NC(=O)Nc3ccccc3)ccc2O1
  7	7	-1	0	-47	8	-19	.
- COCC(=O)N(C)C[C@H]1Oc2ncc(C#Cc3ccc(F)cc3)cc2C(=O)N([C@@H](C)CO)C[C@H]1C
  -1	-6	11	.	-22	14	-1	16
- CC(C)CC1NC(=O)N(CC(=O)Nc2ccccc2-c2ccccc2)C1=O (stereo not given)
  .	.	-20	-10	-1	-17	-7	.
- C[C@@H]1CN([C@@H](C)CO)C(=O)c2cc(NS(C)(=O)=O)ccc2O[C@@H](C)CCCCO[C@H]1CN(C)C(=O)Nc1ccc(C(F)(F)F)cc1
  .	.	-9	-33	-16	-23	.	.
- CCCNC(=O)Cn1nc(C(F)(F)F)c2c1CCCC2
  3	-1	11	-7	.	.	2	6
- O=C(CN(C(=O)CCC(=O)Nc1nccs1)c1cccc(F)c1)NCc1ccc(F)cc1
  -3	1	.	-1	-1	7	-5	-25
- O=C(CCCN1C(=O)c2ccccc2C1=O)NCCN1C(=O)S/C(=C\c2cccs2)C1=O
  .	.	.	16	4	-6	0	.
- Cc1ccc(S(=O)(=O)Nc2ccccc2C(=O)N2CCCCC2)cc1
  -1	-1	.	1	7	9	5	.
- O=C(Nc1ccccc1Cl)c1cc(S(=O)(=O)N2CCCC(C(=O)O)C2)ccc1F (stereo not given)
  8	0	5	.	22	16	5	-1
- CCc1ccc(-c2n[nH]nc2C2=CC(=O)C[C@H](c3ccc(F)cc3)C2)cc1
  -4	0	.	-6	15	-35	.	8
- CN(C)CCNC(=O)c1c(NC(=O)c2ccccc2)sc2c1CCCC2
  2	3	-3	-59	-15	12	5	-6
- CC(=O)N1N=C(c2cccc(Cl)c2)OC1c1cccc([N+](=O)[O-])c1 (stereo not given)
  .	.	.	-11	14	16	2	.
- N#CC1=C(SCC(=O)c2cc3ccccc3oc2=O)NC(=O)C(C#N)C12CCCC2 (stereo not given)
  3	-1	-2	.	.	.	-2	.
- CC(=O)c1ccc(S(=O)(=O)N2CCN(C)CC2)cc1
  2	-1	1	-1	10	20	-65	-3
- COc1ccccc1NC(=O)Nc1ccnn1Cc1cccs1
  -1	0	-1	.	.	.	2	26
- CCOC(=O)c1cnn(-c2cc(C(C)(C)C)nc3c(-c4ccccc4)c(C)nn23)c1N
  -2	-1	3	.	-2	9	1	-26

Part of the list above, showing only INS-1E GSIS act and PGC1a acetyl inh:
SMILES	INS-1E GSIS act	PGC1a acetyl inh
Cc1cc(C)n(CC(=O)N2c3ccccc3Sc3ccccc32)n1	.	-15
CCCCN=C1SC(C(=O)Nc2sc3c(c2C(=O)OC)CCC3)C(N)=C1C(=O)N1CCOCC1 (stereo not given)	-8	2

The list goes on:
Order of results: PglD DTNB	Cneo AK release	PGC1a acetyl inh	PAX8 inh HTS	LGR2 antag	INS-1E GSIS act	ARNT-TACC3 inh	Statin myotox sup
- Cc1ccc(C)c(-n2nnnc2SCC(=O)Nc2c(C)n(C)n(-c3ccccc3)c2=O)c1
  0	1	4	17	.	.	-6	.
- CCN(CC)c1ccc(C2C(C(C)=O)C(=O)CC(C)(O)C2C(C)=O)cc1 (stereo not given)
  2	1	4	.	24	16	-11	-7
- COc1cc(CNCc2ccccn2)ccc1OCc1cccc(Cl)c1
  1	3	-8	.	-11	5	53*	-26
- C[C@@H]1CN([C@H](C)CO)C(=O)Cc2cc(NC(=O)C3CCCCC3)ccc2O[C@@H]1CN(C)S(C)(=O)=O
  56	9	2	5	-19	10	-7	-43
- CC(C)CN(c1ccccc1)S(=O)(=O)c1nnc(NC(=O)C(C)C)s1
  4	-7	-4	13	-9	.	-10	-2
- Cc1noc(C)c1S(=O)(=O)N(C)C[C@H]1Oc2ccc(NS(=O)(=O)c3ccccc3)cc2CC(=O)N([C@@H](C)CO)C[C@H]1C
  1	0	8	2	18	10	-4	18
- O=S1(=O)[C@H]2C[C@@H]3C=C[C@]2(CN1Cc1ccc(C(F)(F)F)cc1)O3
  -2	0	10	-9	-7	-5	-4	-7
- Cc1c(NC(=O)c2ccc(S(=O)(=O)N3CCOCC3)cc2)c(=O)n(-c2ccccc2)n1C
  .	.	5	35	0	-10	-4	.
- CCOc1cc(/C=N/NC(=O)c2cccc(S(=O)(=O)N3CCCC3)c2)ccc1OCC(=O)N(C)C
  0	1	-6	-24	-16	-2	-17	-3
- CCOC(=O)C(Cc1ccccc1)NC(=O)CNC(C)=O (stereo not given)
  0	0	.	.	.	.	-1	-2
- C[C@H](CO)N1C[C@H](C)[C@H](CN(C)C(=O)Nc2ccc(F)cc2)Oc2ncc(C3=CCCCC3)cc2C1=O
  4	8	-14	10	12	-26	1	-34
- C[C@H](CO)N1C[C@H](C)[C@H](CN(C)Cc2ccncc2)Oc2ccc(NC(=O)Nc3ccc(C(F)(F)F)cc3)cc2CC1=O
  0	1	-6	21	-7&8	-29&-20	4	-30
- COc1cncc(-c2cnc3sc(NCCc4ccccn4)nn23)c1
  -2	0	.	4	21	23	.	1
